PAFAH2 FP inh – PAFAH2 (human) inhibition; Q99487; recombinant PAFAH2, FP-rhodamine activity probe, fluorescence polarization; inhibition, % at 3.39 µM; hit rate 0.99% among 340,000;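 active = inhibition above the mean over all tested compounds plus 3 SD, cut at about 30% in these data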;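 note: inhibitors block probe labeling of enzyme so polarization drops; 0% = enzyme with DMSO and 100% = wells lacking PAFAH2 protein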
PME-1 primary – PME-1 (human) inhibition | recombinant PME-1, FP-Rh probe fluorescence polarization | Q9Y570 | AID 2130 | inhibition, % at 5.9 µM | hit rate 0.53% among 320,000;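 active = inhibition above the campaign mean of all compounds plus 3 SD, cut at about 26% in these data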;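 note: competitive labeling of PME-1 active site by serine hydrolase directed probe; 0% = PME-1 with DMSO and 100% = wells lacking PME-1 enzyme; inhibitors block probe labeling so polarization falls and inhibition rises; many of its hits are not listed in these tables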
Target sequence (Q9Y570 whole entry, looked up): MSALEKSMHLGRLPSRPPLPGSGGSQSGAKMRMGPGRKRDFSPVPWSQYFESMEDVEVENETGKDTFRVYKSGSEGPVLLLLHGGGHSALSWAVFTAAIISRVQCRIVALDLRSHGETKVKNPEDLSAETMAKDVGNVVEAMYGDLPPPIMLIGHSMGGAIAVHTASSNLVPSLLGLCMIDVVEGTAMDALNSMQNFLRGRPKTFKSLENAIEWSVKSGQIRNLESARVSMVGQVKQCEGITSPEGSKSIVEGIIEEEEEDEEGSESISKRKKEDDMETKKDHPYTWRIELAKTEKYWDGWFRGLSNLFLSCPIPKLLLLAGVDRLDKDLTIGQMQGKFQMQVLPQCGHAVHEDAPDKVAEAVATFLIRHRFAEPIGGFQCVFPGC
PAFAH1B2 inh – PAFAH1B2 (human) inhibition; P68402; recombinant PAFAH1B2, FP-rhodamine activity probe, fluorescence polarization; inhibition, % at 3.39 µM; hit rate 1.2% among 340,000; AID 492953;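 active = inhibition above the mean of all tested compounds plus 3 SD, cut at about 24% in these data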;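 note: 0% = enzyme with DMSO and 100% = wells lacking PAFAH1B2; many of its hits are not listed in these tables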
PAFAH1B3 inh – blocks human PAF acetylhydrolase 1B catalytic subunit 3; hit rate 0.28% among 340,000; Q15102; inhibition, % at 3.39 µM; recombinant PAFAH1B3, FP-rhodamine probe, fluorescence polarization;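 active = inhibition above the screen-wide average of all tested compounds plus 3 SD, cut at about 25% in these data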;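 note: 0% = enzyme with DMSO only and 100% = wells lacking PAFAH1B3 protein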
PAD4 inh – blocks human protein arginine deiminase 4; Q9UM07; recombinant PAD4, RCA probe fluorescence polarization; inhibition, % at 6.36 µM; hit rate 0.41% among 330,000;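 active = percent inhibition above a cutoff equal to the mean of all tested compounds plus 3 SD, cut at about 15% in these data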;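 note: 0% = PAD4 with RCA probe and DMSO and 100% = probe without PAD4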
GSTO1 inh – blocks human GSTO1 in RBBP9 counter-screen; hit rate 1.1% among 300,000; recombinant GSTO1, activity-based probe fluorescence polarization; AID 1974; P78417; inhibition, % at 5.96 µM;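 active = inhibition above the campaign mean inhibition plus 3 SD, cut at about 35% in these data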;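 note: 0% = GSTO1-1 with DMSO and 100% = wells lacking GSTO1-1 enzyme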
Target sequence (P78417 whole entry, looked up): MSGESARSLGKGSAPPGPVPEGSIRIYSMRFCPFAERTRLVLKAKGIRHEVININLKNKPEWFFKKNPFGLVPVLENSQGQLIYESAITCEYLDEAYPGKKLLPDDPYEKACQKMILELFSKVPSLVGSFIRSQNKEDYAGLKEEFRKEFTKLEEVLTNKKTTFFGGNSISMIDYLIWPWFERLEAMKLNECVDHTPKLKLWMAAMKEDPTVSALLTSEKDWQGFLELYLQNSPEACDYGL
LYPLA2 inh – counter-screen for PME1 inhibitors: inhibitors of human LYPLA2; recombinant LYPLA2, FP-Rh probe fluorescence polarization; inhibition, % at 5.9 µM; hit rate 0.38% among 320,000;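 active = inhibition above the screen-wide mean plus 3 SD, limit set per campaign, cut at about 26% in these data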;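 note: 0% = LYPLA2 with DMSO and 100% = wells lacking LYPLA2 enzyme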
pPAFAH FP inh – pPAFAH (human) enzyme inhibition; recombinant pPAFAH, FP-rhodamine probe fluorescence polarization; inhibition, % at 3.39 µM; hit rate 1.5% among 330,000; AID 463082;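 active = inhibition above the mean inhibition across the screen plus 3 SD, cut at about 25% in these data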;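 note: inhibitors block binding of the rhodamine activity-based probe so polarization drops; 0% = enzyme with DMSO and 100% = wells lacking pPAFAH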
LYPLA1 counter – blocks human lysophospholipase 1, a PME1 counter-screen; O75608; recombinant LYPLA1, FP-Rh probe fluorescence polarization; inhibition, % at 5.9 µM; hit rate 0.16% among 320,000; AID 2174;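 active = inhibition above the mean of all tested compounds plus 3 SD, set per campaign, cut at about 14% in these data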;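 note: inhibitors block serine hydrolase probe labeling of LYPLA1 so polarization falls; 0% = enzyme with DMSO and 100% = wells lacking LYPLA1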
Target sequence (O75608 whole entry, looked up): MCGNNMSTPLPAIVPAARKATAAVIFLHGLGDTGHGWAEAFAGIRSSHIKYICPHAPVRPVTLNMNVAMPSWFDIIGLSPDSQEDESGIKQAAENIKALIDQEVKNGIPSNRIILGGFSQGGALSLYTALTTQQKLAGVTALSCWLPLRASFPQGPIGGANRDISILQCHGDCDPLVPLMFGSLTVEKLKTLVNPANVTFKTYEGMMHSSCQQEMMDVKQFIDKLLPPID
* marks the source's active call; other numbers are inactive results; / = not tested or not shown. These rows are one share of the data; count on the stated rates, not on these rows.

Under each structure – PAFAH2 FP inh | PME-1 primary | LYPLA2 inh | GSTO1 inh | pPAFAH FP inh | LYPLA1 counter | PAFAH1B2 inh | PAFAH1B3 inh | PAD4 inh
CCCn1c(C(O)c2cc(OC)ccc2OC)nc2ccccc21 (stereo not given)
    -13.1 | 1.8 | 7.1 | -0.8 | -4.0 | 2.8 | 1.7 | -2.1 | -10.2
Cc1cc(C)n2nc(C(=O)NCC(=O)Nc3ccc(F)c(F)c3)nc2n1
    -3.4 | -0.9 | 0.9 | -4.7 | 1.2 | -1.4 | -0.8 | 0.2 | 5.3
COc1ccc(CNCC(O)(c2ccccc2)c2ccc(Cl)cc2)cc1 (stereo not given)
    -10.3 | -5.5 | -5.4 | 12.1 | -3.5 | -3.4 | -3.8 | 4.6 | -7.9
COc1cccc(CN(C)C(=O)CSC(C)C(=O)Nc2cc(C)on2)c1OC (stereo not given)
    -2.4 | -2.4 | 2.7 | 1.9 | 8.3 | 0.9 | 4.3 | 4.4 | 2.6
CSc1ccccc1NC(=O)c1cc(CC(C)C)on1
    6.7 | -2.1 | 5.8 | 6.5 | 1.6 | -1.6 | 8.4 | 0.7 | -2.9
C/C(=N\NC(=O)c1nnn(-c2nonc2N)c1C(C)C)c1ccncc1
    -4.4 | -0.6 | -0.1 | -5.0 | -10.2 | -1.3 | -2.3 | -4.7 | -4.5
O=C(NCCc1ccccc1)C1CCC(Cn2c(=O)c3ccccc3n(Cc3cccc(Cl)c3)c2=O)CC1 (stereo not given)
    -5.3 | -1.1 | -5.2 | 14.5 | 2.0 | 1.0 | -0.6 | 5.4 | -3.4
COc1ccc(CCNC(=O)CC2SC(=NCc3ccccc3OC)NC2=O)cc1 (stereo not given)
    -1.8 | -3.6 | -3.6 | 2.9 | -2.9 | -3.8 | -2.2 | -0.1 | 1.4
CC1CN(C(=O)c2ccc(-c3ccccc3Cl)o2)CC(C)O1 (stereo not given)
    3.7 | 2.1 | 1.1 | 0.5 | 8.2 | 2.8 | 3.5 | -2.8 | 1.6
COc1cc(C2C(C(=O)c3ccco3)=C(O)C(=O)N2CCc2ccccc2)ccc1O (stereo not given)
    -4.2 | 0.5 | -3.2 | 6.7 | 0.2 | 1.8 | 10.1 | 4.2 | -2.7
COc1ccc(S(=O)(=O)NC(Cc2cnc[nH]2)C(=O)O)cc1 (stereo not given)
    -0.7 | -3.0 | 3.0 | -2.2 | 1.6 | 1.2 | 1.7 | 2.9 | 2.4
CCN1CCN(Cc2nnc(-c3ccc(C)cc3)o2)CC1
    -2.4 | -3.6 | -1.8 | 9.5 | 3.3 | -0.5 | -3.7 | 3.7 | -6.5
O=C(Nc1cccc(S(=O)(=O)NC2=NCCC2)c1)c1ccc(=O)[nH]c1
    -1.8 | -1.1 | 1.2 | / | 3.6 | 0.4 | 4.2 | 2.6 | 3.2
CCn1nnnc1SCC(=O)N1CCN(c2ccccc2)CC1
    / | -2.5 | 7.1 | -1.2 | 2.3 | 1.6 | / | / | 2.6
COc1ccc(-c2nc3ccccc3c(C(=O)Nc3ccc(S(=O)(=O)Nc4cc(C)on4)cc3)c2C)cc1
    -4.2 | -3.0 | -2.5 | -5.5 | 4.8 | -7.0 | -2.5 | -5.1 | 10.3
CC(C(=O)NCC(=O)Nc1ccc(F)c(F)c1F)N1CCN(Cc2ccc(C#N)cc2)CC1 (stereo not given)
    -2.7 | 1.3 | 4.4 | / | 0.3 | 0.5 | 2.5 | 1.3 | 6.4
Clc1ccccc1OCCCOc1cccc2cccnc12
    -5.1 | 0.6 | -4.0 | 15.7 | -0.2 | -7.2 | -0.1 | 10.9 | -4.5
COc1ccccc1NC(=S)N1CCN(C(=O)C2CCCO2)CC1 (stereo not given)
    3.4 | 3.0 | -3.2 | -1.5 | -6.1 | 0.4 | 4.5 | -1.2 | -6.0
CC(OC(=O)CCN1C(=O)C2CC=CCC2C1=O)C(=O)Nc1cccc(Cl)c1 (stereo not given)
    11.9 | -1.4 | -0.5 | 1.1 | 2.1 | 3.1 | 1.4 | 10.5 | -4.2
CCC(C)NC(=O)NC(=O)CSc1nnc(-c2ccccc2F)n1C1CC1 (stereo not given)
    10.2 | -5.2 | 1.7 | 5.6 | 1.0 | 4.1 | -4.4 | 2.1 | -3.9
CNC(=S)N/N=C/C1=CCC2CC1C2(C)C (stereo not given)
    -2.3 | -1.3 | 5.3 | 8.7 | 9.1 | -2.3 | 6.1 | -5.2 | -1.1
CC(NC(=O)N1CCN(c2ccccc2F)CC1)c1ccc(F)c(F)c1 (stereo not given)
    23.4 | -1.3 | -4.8 | -0.2 | 5.6 | -1.4 | -1.1 | 3.1 | -0.1
CCCN(CC(=O)Nc1ccccc1OC)C(=O)c1ccccn1
    1.9 | / | / | / | -1.4 | / | 5.8 | 6.8 | 2.2
CC(NC(=O)c1ccnc(C(C)(C)C)c1)c1ccccc1 (stereo not given)
    -4.4 | -0.8 | 6.8 | 0.9 | 4.5 | -1.4 | 0.8 | -2.4 | 1.5
O=C(NCc1ccccn1)C1CC(c2ccc(F)cc2)=NO1 (stereo not given)
    -4.2 | -2.0 | -1.4 | 4.1 | -1.1 | -0.4 | 5.4 | 3.1 | -9.6
c1ccc(C2=NNC(c3ccco3)=Nc3ccccc32)cc1
    3.3 | -4.1 | -8.6 | 3.5 | -0.4 | 1.0 | 19.8 | 0.2 | -2.7
CCOc1ccc(S(=O)(=O)Nc2cccc(Cl)c2)cc1
    6.4 | -0.7 | -2.8 | -5.0 | 17.7 | -4.4 | 1.4 | 6.7 | -5.0
COc1ccc(Cl)cc1NC(=S)NCCO
    1.3 | -2.2 | 3.6 | -0.5 | 1.5 | 2.1 | -2.3 | 3.7 | 4.2
COC(=O)c1ccc2c(=O)n(-c3ccc(OC)cc3)c(=S)[nH]c2c1
    1.7 | -0.4 | 4.1 | 12.1 | -0.5 | -6.5 | 2.5 | 1.9 | -10.6
CCN(C[C@H]1N[C@@](CC)(C(=O)OC)[C@H]2C(=O)N(Cc3ccccc3)C(=O)[C@@H]12)S(=O)(=O)c1ccc(C(F)(F)F)cc1
    5.6 | / | / | / | -1.1 | / | 8.0 | 10.9 | 0.6
O=C(O)C1CCC(=O)N(C2CCCCC2)C1c1ccccc1Cl (stereo not given)
    -4.3 | -3.0 | -2.6 | 15.5 | -4.4 | -2.7 | 1.3 | -0.1 | 0.9
Cc1ccc(C)c(S(=O)(=O)N2CCN(C(=O)c3ccc(N4CCCC4)c([N+](=O)[O-])c3)CC2)c1
    -7.9 | 15.5 | 7.7 | -2.9 | 25.4* | 2.6 | 3.0 | 3.4 | -2.9
NC(=O)c1c(NC(=O)CN2CCN(S(=O)(=O)c3ccccc3)CC2)sc2c1CCC2
    12.8 | 2.6 | -6.7 | 3.5 | 15.5 | -1.5 | 35.0* | 4.1 | 8.1
O=C(c1cc2ccccc2o1)N1CCN(Cc2ccccc2)CC1
    -2.0 | -2.3 | -3.5 | 5.8 | 3.3 | -3.5 | 4.8 | 8.0 | -2.2
COc1ccc(OC)c(CC(=O)Nc2cc(S(=O)(=O)N3CCCCC3)ccc2C)c1
    -4.9 | 16.5 | 1.2 | / | 3.2 | -3.0 | 3.3 | 3.2 | -1.4
COc1ccc(CCN2C(=O)CC(Sc3ncccc3C(=O)O)C2=O)cc1OC (stereo not given)
    -6.0 | -2.0 | -1.4 | 4.0 | 3.4 | -2.4 | -3.1 | 0.1 | -5.1
COc1ccc(N2CCN(Cc3cc(=O)oc4ccc5ccccc5c34)CC2)cc1
    -7.3 | -2.9 | 4.7 | 0.1 | 0.1 | -0.2 | -4.4 | 2.7 | -1.2
O=C(c1cc(-c2ccc(F)cc2)on1)N1CCCC1
    2.3 | 4.3 | 4.2 | 2.9 | 4.3 | -1.7 | -2.3 | 8.3 | 4.5
Cc1c(S(=O)(=O)NC(C)c2ccccc2)c(=O)n(C)c(=O)n1C (stereo not given)
    9.8 | 1.5 | 1.7 | 0.7 | 4.2 | 2.4 | 10.9 | 7.8 | -3.1
CC(=O)Nc1ccc(SC[C@H](CC(C)C)N2CCN(CCc3ccccc3)CCC2=O)cc1
    -2.8 | 6.4 | -2.0 | 1.9 | -0.1 | 3.8 | -1.0 | -1.9 | 8.9
O=C(Nc1cnc2ccccn2c1=O)c1ccc(Cl)cc1
    -3.4 | -1.8 | 1.3 | -3.3 | 4.5 | -0.6 | -0.9 | -0.3 | -0.4
O=C1CCCN1CCCNC(=S)Nc1ccc(Cl)cc1Cl
    8.5 | 2.8 | 2.9 | 6.2 | 7.2 | -0.1 | -0.9 | 13.6 | 1.6
CC(=O)c1ccccc1OC(=O)c1ccc([N+](=O)[O-])o1
    1.2 | 2.6 | -0.2 | 9.8 | 3.5 | 0.9 | -4.5 | 9.1 | 3.3
COc1ccccc1C(c1nnnn1CS(=O)(=O)c1ccc(C)cc1)N1CCSCC1 (stereo not given)
    -4.5 | -2.8 | -1.6 | 1.8 | -2.3 | -2.0 | -0.3 | 6.1 | -0.8
CCc1nnc(NC(=O)CCS(=O)(=O)c2ccc(C)cc2)s1
    -6.2 | 6.0 | -4.8 | 3.0 | -1.2 | 0.3 | -1.3 | -0.8 | 0.6
CCN1CCN(c2ccc(S(=O)(=O)N3CCCCC3)cc2NC(=O)C(C)Oc2ccc(F)cc2)CC1 (stereo not given)
    -0.4 | 3.2 | -0.7 | -4.0 | 4.0 | -0.6 | 2.5 | 3.9 | 1.2
CNC(=O)c1c(NC(=O)c2cccc(N3C(=O)CCC3=O)c2)sc2c1CCC2
    5.3 | -3.2 | -2.9 | 9.1 | 1.7 | -4.3 | -3.4 | -4.1 | -1.0
Cc1cccc(NS(=O)(=O)c2c(C(=O)N3CCOCC3)c(C)n(C)c2C)c1C
    0.6 | -7.9 | 0.1 | -0.1 | 12.4 | 0.8 | -6.8 | -2.2 | 0.6
CCOc1ccccc1CNC(=O)c1cc2occc2n1C
    10.0 | -1.9 | -2.9 | 6.4 | 4.9 | -4.0 | 0.6 | 3.4 | -5.5
CSc1ccccc1NC(=O)CSc1cccc[n+]1[O-]
    -0.2 | / | / | / | 5.4 | / | 1.2 | 4.1 | 0.4
O=C(/C=C/c1ccccc1)OCCN1C(=O)c2ccccc2C1=O
    -0.8 | 2.2 | -4.0 | 0.4 | 6.5 | -5.7 | 0.7 | 6.1 | 0.2
Cc1ccc2c(c1)sc1nc(=O)ccn12
    7.8 | -5.0 | 0.5 | 4.9 | 3.7 | 2.4 | 1.7 | 11.1 | 3.8
CCn1c(COc2ccc(C)cc2)nnc1SCC(=O)NCc1ccco1
    4.5 | -5.4 | 0.5 | 11.1 | 5.1 | 1.4 | 3.0 | 7.3 | -1.6

Only PME-1 primary (two entries from above):
| molecule | PME-1 primary |
| --- | --- |
| COc1ccccc1C(c1nnnn1CS(=O)(=O)c1ccc(C)cc1)N1CCSCC1 (stereo not given) | -2.8 |
| CCc1nnc(NC(=O)CCS(=O)(=O)c2ccc(C)cc2)s1 | 6.0 |
